Compound activity deposited in PubChem by NCI.
NCI-60 one-dose screen, 48 h, at 10 µM unless noted. Numbers give growth in % (100 = growth as untreated, 0 = no growth, -100 = all killed).
NCI-H460 – NCI-H460 lung cancer. AID 1794736. hit rate 6.8% among 82,000
HCT-116 – HCT-116 colon cancer. hit rate 7.3% among 82,000. AID 1794798
HT29 – HT29 colon cancer. hit rate 7.4% among 81,000. AID 1794748
COLO 205 – COLO 205 colon cancer; hit rate 7.3% among 79,000
NCI/ADR-RES – NCI/ADR-RES ovarian cells; hit rate 4.4% among 81,000
NCI-H322M – NCI-H322M lung cancer; hit rate 2.7% among 80,000
NCI-H226 – NCI-H226 lung cancer; hit rate 3.5% among 79,000
HCT-15 – HCT-15 colon cancer | hit rate 5.2% among 82,000
NCI-H522 – NCI-H522 lung cancer | AID 1794739 | hit rate 8% among 78,000
The depositor's hits bear a star; x = no result given; & = joins results of further samples. The calls were made as follows: active = growth percent below 10; inactive = the rest.

Short keys – A = NCI-H460; B = HCT-116; C = HT29; D = COLO 205; E = NCI/ADR-RES; F = NCI-H322M; G = NCI-H226; H = HCT-15; I = NCI-H522
[1] CCCCCCC[C@@H](O)CC(=O)N[C@@H](CC(C)C)C(=O)N[C@@H](CC(C)C)C(=O)N[C@H](CCC(N)=O)C(=O)N[C@@H](CC(C)C)C(=O)N[C@H](CO)C(=O)N[C@H](C(=O)N[C@H](CC(C)C)C(=O)N[C@@H](CC(C)C)C(=O)O)[C@@H](C)CC
  A: 98 | B: 85 | C: 108 | D: 103 | E: 97 | F: 96 | G: 100 | H: 102 | I: 98

[2] O=C(NCCCn1ccnc1)c1nc(-c2ccc(C(F)(F)F)cc2)no1
  A: 91 | B: 90 | C: 102 | D: 104 | E: 102 | F: 100 | G: 73 | H: 99 | I: 97

[3] CN(C)c1ccc(/C=C/C(=O)c2ccccc2)cc1Br
  A: 102 | B: 80 | C: 93 | D: x | E: 90 | F: 94 | G: 92 | H: 72 | I: 84

[4] COc1cc(CC(=O)O)ccc1OC(C)=O
  A: 108 | B: 112 | C: 97 | D: 109 | E: 102 | F: 97 | G: 101 | H: 109 | I: 91

[5] C=CCNC(=S)NNc1nc(C)cc(=O)[nH]1
  A: 108 | B: 109 | C: 110 | D: 118 | E: 105 | F: 102 | G: 96 | H: 107 | I: 104

[6] CCN(CC)CC(O)c1cc(-c2ccc(Cl)cc2)nc2c(C)c(Cl)ccc12 (stereo not drawn)
  A: -86* | B: -100* | C: -100* | D: -100* | E: -85* | F: -83* | G: -16* | H: -87* | I: -76*

[7] CCOC(=O)c1c(C)oc2cc3c(C(=O)OCC)c(C)oc3cc12
  A: 110 | B: 96 | C: 94 | D: 112 | E: 111 | F: 113 | G: 106 | H: 105 | I: 90

[8] CCOC(=O)c1c2c(n3ccc(NC(=O)CCN(CC)CC)cc13)C(=O)c1ncccc1C2=O
  A: -20* | B: 49 | C: 38 | D: 54 | E: 60 | F: 73 | G: 75 | H: 50 | I: 6.2*

[9] CC(C)CN1C(=O)/C(=C\C(=O)c2cc3ccccc3oc2=O)c2ccccc21
  A: 103 | B: 91 | C: 114 | D: 27 | E: 96 | F: 97 | G: 84 | H: 45 | I: 32

[10] CC(C)Sc1nc(N)nc2c1ncn2C1OC(CO)C(O)C1O (stereo not drawn)
  A: 107 | B: 100 | C: 105 | D: 100 | E: 112 | F: 117 | G: 101 | H: 101 | I: 103

[11] O=Cc1cc(Br)cc(Br)c1O
  A: 120 | B: 108 | C: 158 | D: 124 | E: 104 | F: 117 | G: 112 | H: 106 | I: x

[12] CCO/C=N/C1=C(C#N)C(c2ccc(Cl)cc2)c2c(c3ccc(C)cc3[nH]c2=O)O1 (stereo not drawn)
  A: 95 | B: 82 | C: 81 | D: 96 | E: 96 | F: 88 | G: 79 | H: 91 | I: 74

[13] COc1ccc(/C=C2\CN(C)CC3C2=NN(c2ccc(S(N)(=O)=O)cc2)C3c2ccc(OC)c(OC)c2)cc1OC (stereo not drawn)
  A: 96 | B: 88 | C: 101 | D: 104 | E: 103 | F: 105 | G: x | H: 96 | I: 84

[14] CCN(CC)c1ccc(/C=N/Nc2nc(-c3ccc(Br)cc3)cs2)c(O)c1
  A: 89 | B: 18 | C: 56 | D: 58 | E: 95 | F: 97 | G: 32 | H: 11 | I: 17

[15] CN(C)c1ccc(/C=C2\S/C(=N\N=C(c3ccccc3)c3ccccc3)NC2=O)cc1
  A: 101 | B: 79 | C: 88 | D: 105 | E: 103 | F: 95 | G: 88 | H: 94 | I: 75

[16] CCOC(=O)C(=O)Cc1nc(OCc2ccccc2)cc(OCc2ccccc2)n1
  A: 105 | B: 99 | C: 101 | D: 106 | E: 101 | F: 117 | G: 97 | H: 98 | I: x

[17] Cc1cc(Cl)ccc1NC(=O)N1c2ccccc2SC12CCCC2
  A: 96 | B: 94 | C: 104 | D: 109 | E: 101 | F: 91 | G: 89 | H: 92 | I: 94

[18] N=C(N)c1ccc(OCCCCCOc2ccc(C(=N)N)cc2)cc1
  A: 25 | B: 47 | C: 51 | D: 34 | E: 87 | F: 86 | G: 55 | H: 58 | I: 36

[19] COc1ccc(-c2csc(/N=C3\C(=O)Nc4ccc(C)cc43)n2)cc1
  A: 108 | B: 85 | C: 77 | D: 104 | E: 101 | F: 98 | G: 90 | H: 103 | I: 50

[20] CN(C)c1ccc(/C=C/C(=O)c2ccc(NC(=O)N3CCN(c4cc5c(cc4F)c(=O)c(C(=O)O)cn5C4CC4)CC3)cc2)cc1
  A: 94 | B: 84 | C: 106 | D: 117 | E: 93 | F: 95 | G: 90 | H: 99 | I: 81

[21] COc1cc(NC(=O)Nc2ccc3c(ccn3C(=O)c3cccc(F)c3)c2)cc(OC)c1
  A: 88 | B: 70 | C: 84 | D: 100 | E: 88 | F: 98 | G: 94 | H: 70 | I: 78

[22] COc1cccc(NC(=O)Nc2ccc(Oc3ncnc4[nH]c(C)c(C)c34)cc2)c1
  A: 61 | B: 82 | C: 75 | D: 102 | E: 84 | F: 105 | G: 105 | H: 88 | I: 58

[23] Cc1cc2ccccc2cn1
  A: 108&107 | B: 108&99 | C: 102&109 | D: 119&110 | E: 118&103 | F: 98&101 | G: 96&96 | H: 105&104 | I: 109

[24] COC(=O)Cc1ccccn1
  A: 119 | B: 89 | C: 108 | D: 105 | E: 114 | F: 102 | G: 99 | H: 98 | I: 95

[25] CCC(CC)C(O)(C(=O)O)C(CC)CC
  A: 112 | B: 96 | C: 97 | D: 100 | E: 107 | F: 107 | G: 109 | H: 100 | I: 101

Reformatted: results already given
4. COc1cc(CC(=O)O)ccc1OC(C)=O
22. COc1cccc(NC(=O)Nc2ccc(Oc3ncnc4[nH]c(C)c(C)c34)cc2)c1
24. COC(=O)Cc1ccccn1

| Compound | 4 | 22 | 24 |
| --- | --- | --- | --- |
| NCI-H460 | 108 | 61 | 119 |
| HCT-116 | 112 | 82 | 89 |
| HT29 | 97 | 75 | 108 |
| COLO 205 | 109 | 102 | 105 |
| NCI/ADR-RES | 102 | 84 | 114 |
| NCI-H322M | 97 | 105 | 102 |
| NCI-H226 | 101 | 105 | 99 |
| HCT-15 | 109 | 88 | 98 |
| NCI-H522 | 91 | 58 | 95 |

Remaining list, next part:
Short keys – A = NCI-H460; B = HCT-116; C = HT29; D = COLO 205; E = NCI/ADR-RES; F = NCI-H322M; G = NCI-H226; H = HCT-15; I = NCI-H522
[26] O=C(CC1(O)C(=O)Nc2ccc(Br)cc21)c1ccccc1 (stereo not drawn)
  A: 107 | B: 100 | C: 105 | D: 107 | E: x | F: 109 | G: 83 | H: 99 | I: 100

[27] COc1cccc(C(=O)Nc2ccc(-c3cc(=O)c4c(OC)c(OC)c(OC)cc4o3)cc2)c1
  A: 99 | B: 89 | C: 84 | D: 98 | E: 83 | F: 89 | G: 92 | H: 85 | I: 69

[28] C/C=C/C(=O)OC/C=C(\C)CCC=C(C)C
  A: 116 | B: 98 | C: 92 | D: 106 | E: 105 | F: 126 | G: 101 | H: 95 | I: 86

[29] COc1ccccc1-c1cc(-c2cc3ccccc3oc2=O)nc(N)n1
  A: 95 | B: 85 | C: 88 | D: 107 | E: 105 | F: 104 | G: 87 | H: 91 | I: x

[30] COc1ccc(C(=O)c2sc3nc(-c4cnccn4)cc(-c4cccs4)c3c2N)cc1
  A: 106 | B: 104 | C: 114 | D: 122 | E: 110 | F: 100 | G: 110 | H: 93 | I: 99

[31] CC(C)C[C@H](C(=O)O)N(C)C(=O)[C@@H]1CCCN1C(=O)[C@H](C)OC(=O)[C@H](CCC(N)=O)NC(=O)[C@@H]1CCC(=O)N1
  A: 111 | B: 99 | C: 104 | D: 99 | E: 111 | F: 98 | G: 101 | H: 96 | I: 89

[32] CC(=O)Nc1nc(C)c(-c2csc(Nc3ccccc3)n2)s1
  A: 22 | B: 20 | C: 29 | D: 38 | E: 36 | F: 28 | G: 19 | H: 16 | I: 9.3*

[33] COc1ccc(C2=C(Br)C(=O)c3nc(C)ccc3C2=O)cc1
  A: 96 | B: 74 | C: 110 | D: 0.4* | E: 97 | F: 88 | G: 83 | H: 93 | I: 24

[34] O=C(/C=C/c1ccco1)c1ccc(OCc2nnc(-c3ccc(Cl)cc3)o2)cc1
  A: 110 | B: 106 | C: 108 | D: 116 | E: 104 | F: 133 | G: x | H: 102 | I: 101

[35] N#Cc1nc(-c2ccc(Cl)cc2)oc1N1CCC(S(=O)(=O)N2CCOCC2)CC1
  A: 103 | B: 101 | C: 98 | D: 116 | E: 100 | F: 92 | G: 95 | H: 105 | I: 87

[36] CC(C)CSc1oc(-c2ccccc2)nc1S(=O)(=O)c1ccccc1
  A: 97 | B: 82 | C: 86 | D: 109 | E: 82 | F: 99 | G: 76 | H: 94 | I: 71

Another view of 2 compounds above:
# | canonical_smiles | NCI-H460 | HCT-116 | HT29 | COLO 205 | NCI/ADR-RES | NCI-H322M | NCI-H226 | HCT-15 | NCI-H522
21 | COc1cc(NC(=O)Nc2ccc3c(ccn3C(=O)c3cccc(F)c3)c2)cc(OC)c1 | 88 | 70 | 84 | 100 | 88 | 98 | 94 | 70 | 78
22 | COc1cccc(NC(=O)Nc2ccc(Oc3ncnc4[nH]c(C)c(C)c34)cc2)c1 | 61 | 82 | 75 | 102 | 84 | 105 | 105 | 88 | 58

Taken from above:
NCI/ADR-RES, cpd 34 → 104
HCT-15, cpd 31 → 96
